From PubChem
HCMV antiviral: blocks human cytomegalovirus replication. activity change, negative = inhibition, % at 57.5 µM. 410,000 tested, 4.5% active. HFF cells, HCMV-luciferase reporter, 72 h; stronger effect = lower value; in the data active means activity change below about -60%; inconclusive means no clear call, values can overlap the other calls; inactive means above about -39%
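Human foreskin fibroblasts infected with luciferase-reporter HCMV at MOI 1 PFU/cell, compounds at two doses. Luciferase measured 72 h post infection; normalized to buffer-only basal and Salinomycin (10uM) controls.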
Starred values were filed as active, the others as inactive; ? = inconclusive; & = joins results of further samples. On the % scale 0 is the no-effect control and ±100 the full control effect. An excerpt; count on the stated rates, not on these rows.

molecule	HCMV antiviral
C[C@@H]1CN([C@H](C)CO)C(=O)CCCn2nncc2CO[C@@H]1CN(C)C(=O)Nc1ccccc1	-9
CN1C(=O)C(C2(O)C(=O)Nc3ccccc32)c2ccccc21 (stereo not given)	4
C[C@H]1[C@H](c2ccccc2)Oc2cc(Br)ccc2S(=O)(=O)N1Cc1ccc(Cl)cc1	?
CCOC(=O)c1ccc(-c2ccc3ncnc(NCc4csc(C)n4)c3c2)o1	36
C[C@@H]1CN([C@@H](C)CO)C(=O)CCCn2cc(nn2)CO[C@H]1CN(C)C(=O)Nc1ccc(-c2cccs2)cc1	-36
Cc1cccc(N2O[C@H]3C=C[C@@H]2C3)n1	38
Cc1ccnc(NC(c2ccc(C(F)(F)F)cc2)c2ccc3cccnc3c2O)c1 (stereo not given)	-98*
O=C(NC1CCCCC1)N1CC(=O)N2[C@H](CO)[C@@H](c3ccc(Br)cc3)[C@@H]2C1	-18
C[C@H]1[C@@H](NC(=O)Nc2ccc(C#N)cc2)CC[C@@]23CCCN2C(=O)CCC[C@@H]13	-20
CCCC(O)c1nnc(Nc2cccc(Cl)c2)s1 (stereo not given)	-1
CCN(CC)CCCNC(=O)c1cc2cc(Cl)ccc2nc1N	-26
Cc1cc(Br)cn2c(Cc3ccccc3C(F)(F)F)c(-c3ccc(C#N)cc3)nc12	-13
COCC#Cc1cnc2c(c1)C(=O)N([C@@H](C)CO)C[C@H](C)[C@H](CN(C)C(=O)c1ccc3c(c1)OCO3)O2	-17
CCCN1C(=O)CC[C@@H](S(=O)(=O)c2ccccc2)[C@@H]1c1ccc(OC)cc1	-11
O=S1(=O)c2ccc(Br)cc2OCCC2CCCCN21 (stereo not given)	-25
COCCN1C(=O)COCc2cc(-c3ccc(N(C)C)cc3)ccc21	47
COc1ccc(CN2C[C@H](COCc3ccccc3)Oc3cccc(Oc4ccc(C(C)C)cc4)c3S2(=O)=O)cc1	0
Cc1cc(C)cc([C@H]2C[C@]34CN(Cc5ccccc5)S(=O)(=O)[C@H]3C[C@H]2O4)c1	-6
CCCCNc1cccc2c1S(=O)(=O)N[C@H](C)CO2	50
O=C(NN=Cc1ccco1)C(=O)Nc1cccc(C(F)(F)F)c1	-6
Cc1ccc(C)c([N+](=O)[O-])c1	-29
Cc1cccc(-c2nc3c(N4CCOCC4)nccc3[nH]2)c1	0
O=C1CCC[C@H]2[C@@H](Cc3ccccc3)[C@@H](NCc3ccccc3)CC[C@]23CCCN13	-21
C[C@]12CCCC3=CC(=O)C=C[C@@]31Oc1ccccc1C(=O)C2	6
COC(=O)[C@@H]1[C@@H](CO)[C@@H]2Cn3c(cccc3=O)[C@H]1N2C	5
COc1ccc(Nc2cc3c(cn2)cc(-c2cccnc2)n3C)cn1	-18
CC(C)CNc1cccc2c1S(=O)(=O)N(Cc1ccc(F)cc1)[C@@H](C)[C@H](c1ccccc1)O2	-1
CN1CCN(c2nccc3[nH]c(-c4ccccc4Cl)nc23)CC1	-5
CC1(C)C[C@@]2(C)CCC3=CC(=O)C=C[C@@]32O1	-26
CCCCNC(=O)c1nc2cc(C)c(C)cc2nc1-c1cccc(OC(F)(F)F)c1	25
Cn1cc(Cc2ccc(C(=O)N3CCCCC3)cn2)c2ccccc21	5
O=S1(=O)N[C@H](Cc2ccccc2)COc2cccc(N3CCCCC3)c21	-13
COC(=O)CCC[C@H](C)[C@@H](NS(=O)(=O)c1ccc(C)cc1)C(C)(C)C	-40
C[C@H](CO)N1C[C@H](C)[C@@H](CN(C)C(=O)Nc2ccnc(N3CCOCC3)c2)OCc2cn(nn2)CCCC1=O	3
CC1CCC(NC(=O)C2CCC(CNS(=O)(=O)c3ccc4c(c3)C(C)(C)C(=O)N4C)CC2)CC1 (stereo not given)	47
Cn1cncc1-c1cc2cnc(Nc3ccc(OC(F)(F)F)cc3)cc2[nH]1	-21
C[C@H]1CN([C@@H](C)CO)C(=O)CCCn2cc(nn2)CO[C@@H]1CN(C)C(=O)Oc1cccc2ccccc12	3
CC1(C)c2[nH]c3ccccc3c2C[C@@H]2C(=O)N(Cc3ccccc3)C(=O)N21	-16
NCCn1cc(-c2cc(Cl)c(N)c(Cl)c2)ncc1=O	12
CCCCOCC1CN(CCCC)S(=O)(=O)c2c(Oc3ccc(OC)cc3)cccc2O1 (stereo not given)	-5
COc1ccccc1-c1cc2c(Nc3ccc(NC(C)=O)cc3)nccc2[nH]1	-5
CNC(=O)c1cccc(-c2ccc3ncc(-c4cccc(C(=O)NCCN(C)C)c4)n3n2)c1	-30
CC(C)Oc1ccc(Nc2cc3c(cn2)cc(-c2cccc(C(F)(F)F)c2)n3C)cc1	-5
O=C1C=CN(S(=O)(=O)c2ccc(F)cc2)C(c2cccs2)C1 (stereo not given)	-3
C[C@H]1[C@@H](NS(=O)(=O)c2cn(C)cn2)CC[C@@]23CCCN2C(=O)CCC[C@@H]13	-102*
COc1ccccc1Cc1c(C(C)(C)C)nc2c(C)cc(Br)cn12	-12
COC(=O)c1cc(=O)nc(NN=Cc2ccccc2)s1	18
CC(=O)Nc1ccc(Nc2cc3[nH]c(-c4cccc(F)c4)cc3cn2)cc1	-34
C=CCN1C(=O)N(Cc2ccccc2)c2ccccc2S1(=O)=O	9
Nc1[nH]c(C(=O)c2ccccc2)c(-c2ccc(Cl)c(Cl)c2)c1C(=O)NCCc1c[nH]c2ccccc12	28
COC(=O)[C@@H]1[C@@H](CO)[C@@H]2Cn3c(cccc3=O)[C@H]1N2CC1CCCC1	14
CN1CCCCC(NC(=O)c2cccc(F)c2)C1=O (stereo not given)	-34
O=S1(=O)c2c(cccc2N2CCCCC2)O[C@H](COCc2ccccc2)CN1C1CC1	-31
CC(C)[C@@H](C)/C=C/[C@@H](C)[C@H]1CC[C@@H]2[C@]1(C)CCC1[C@]23C=C[C@]2(C[C@@H](O)CC[C@]12C)N(C(=O)Cc1ccccc1)O3 (stereo not given in full)	28
O=C(N[C@H](C(=O)N1CCC[C@H]1C(=O)NCCc1ccccc1Cl)C1CCCCC1)c1cccs1	11
CN(CC1CCCCC1)[C@@H]1CC[C@@]23CCCN2C(=O)CCC[C@H]3[C@H]1Cc1ccccc1	27

The list continues.
molecule	HCMV antiviral
COc1ccc(Nc2nccc3[nH]c(-c4cccc(F)c4)cc23)cc1	-34
CC(C)c1ccc(Oc2cccc3c2S(=O)(=O)N([C@H](C)c2ccccc2)C[C@@H](COCc2ccccc2)O3)cc1	?
COC(=O)c1cc(=O)nc(NN=Cc2ccccc2O)s1	-26
O=C(c1cnccn1)N1CC(=O)N2[C@H](C1)[C@@H](c1ccc(Br)cc1)[C@@H]2CO	-4
O=[N+]([O-])c1c(Cl)cc(Cl)cc1Cl	?
O=S1(=O)N[C@@H](Cc2ccccc2)COc2cc(NCCCN3CCOCC3)ccc21	-22
C=CCCC1CN(Cc2ccc(OC)cc2)S(=O)(=O)c2c(cccc2N2CCCCC2)O1 (stereo not given)	?
CC(C)OC(=O)Nc1ccc2nc(-c3cscn3)[nH]c2c1	12
COC(=O)C1=C(C)N(C)C(=NCc2ccc(OC)cc2)NC1c1ccc(F)cc1 (stereo not given)	-4
COc1ccc(NC(=O)C(C)(C)n2cc(NC(=O)c3ccc4ccccc4n3)cn2)cc1	67
COC(=O)[C@@H]1[C@@H](CO)[C@@H]2Cn3c(ccc(Br)c3=O)[C@H]1N2S(=O)(=O)c1cccc(C)c1	-2
CC(C)(C)S(=O)N1C[C@@H]2CC(=O)C(c3ccccc3)=C2[C@H]1CCO (stereo not given in full)	16
COc1ccc(CN2C(=O)C(n3c(C)ccc3C)c3cc(OC)ccc32)cc1 (stereo not given)	-15
CC(=O)C1CCC2C3CCC4=CC(=O)CCC4(C)C3C(O)CC12C (stereo not given)	?
O=C(Nc1ccc(F)cc1)N[C@H]1CC[C@@]23CCCN2C(=O)CCC[C@H]3C1Cc1ccccc1 (stereo not given in full)	8
COc1cc(NC(=O)c2csc(C(O)c3ccc(C(C)(C)C)cc3)n2)cc(OC)c1OC (stereo not given)	20
O=C(C1CC1)N1CC(=O)N2[C@@H](CO)[C@H](c3ccc(Br)cc3)[C@@H]2C1	-17
COC(=O)c1ccc2nc(-c3ccco3)c(Cc3ccccc3OC)n2c1	9
CSc1nn(CCC#N)c(=O)[nH]c1=O	2
CCN(Cc1ccccc1)C(=O)Nc1c(Cl)cccc1Cl	33
Cc1ccc(-c2nc3c4ccccc4ccn3c2Cc2cccc(F)c2)cc1	21
CC(C)C[C@H]1COc2c(Cl)cccc2S(=O)(=O)N1	-16
CN(C)c1cccc2c(S(=O)(=O)NCC3CCN(C(=O)C(=O)c4cc5ccccc5o4)CC3)cccc12	?
COc1ccc2c3n([n+]([O-])c2c1)C(C)CN=C3c1cc(Cl)c(N)c(Cl)c1 (stereo not given)	58
Clc1ccc([C@H]2CC3CCC2N3)cn1 (stereo not given in full)	21&-21
COc1cccc(-c2nc(SC)nc3sc(C(=O)NC(C)(C)C)c(N)c23)c1	?
O=C(NCc1cc(F)cc(F)c1)[C@H]1[C@H](CO)[C@H]2Cn3c(cccc3=O)[C@@H]1N2C(=O)c1ccccn1	-10
Cc1oc(-c2ccc(F)cc2)cc1-c1nn2c(-c3ccco3)nnc2s1	-18
CCN1/C(=C/C=C/C2=[N+](CC)c3ccccc3C2(C)C)C(C)(C)c2ccccc21	-99*
O=C(Nc1cccc(Cl)c1)Nc1ccc2nc(-c3ccc(F)c(Cl)c3)nn2c1	80
COc1ccc(C(=O)c2[nH]c(N)c(C(=O)NCCc3c[nH]c4ccccc34)c2-c2ccccc2C(F)(F)F)cc1	?
CCOC(=O)C1CSCCS(=O)(=O)N1Cc1ccc(F)cc1F (stereo not given)	-17

Copied from the listing (18 entries):
molecule	HCMV antiviral
O=C(Nc1ccc(F)cc1)N[C@H]1CC[C@@]23CCCN2C(=O)CCC[C@H]3C1Cc1ccccc1 (stereo not given in full)	8
COc1cc(NC(=O)c2csc(C(O)c3ccc(C(C)(C)C)cc3)n2)cc(OC)c1OC (stereo not given)	20
O=C(C1CC1)N1CC(=O)N2[C@@H](CO)[C@H](c3ccc(Br)cc3)[C@@H]2C1	-17
COC(=O)c1ccc2nc(-c3ccco3)c(Cc3ccccc3OC)n2c1	9
CSc1nn(CCC#N)c(=O)[nH]c1=O	2
CCN(Cc1ccccc1)C(=O)Nc1c(Cl)cccc1Cl	33
Cc1ccc(-c2nc3c4ccccc4ccn3c2Cc2cccc(F)c2)cc1	21
CC(C)C[C@H]1COc2c(Cl)cccc2S(=O)(=O)N1	-16
CN(C)c1cccc2c(S(=O)(=O)NCC3CCN(C(=O)C(=O)c4cc5ccccc5o4)CC3)cccc12	?
COc1ccc2c3n([n+]([O-])c2c1)C(C)CN=C3c1cc(Cl)c(N)c(Cl)c1 (stereo not given)	58
Clc1ccc([C@H]2CC3CCC2N3)cn1 (stereo not given in full)	21&-21
COc1cccc(-c2nc(SC)nc3sc(C(=O)NC(C)(C)C)c(N)c23)c1	?
O=C(NCc1cc(F)cc(F)c1)[C@H]1[C@H](CO)[C@H]2Cn3c(cccc3=O)[C@@H]1N2C(=O)c1ccccn1	-10
Cc1oc(-c2ccc(F)cc2)cc1-c1nn2c(-c3ccco3)nnc2s1	-18
CCN1/C(=C/C=C/C2=[N+](CC)c3ccccc3C2(C)C)C(C)(C)c2ccccc21	-99*
O=C(Nc1cccc(Cl)c1)Nc1ccc2nc(-c3ccc(F)c(Cl)c3)nn2c1	80
COc1ccc(C(=O)c2[nH]c(N)c(C(=O)NCCc3c[nH]c4ccccc34)c2-c2ccccc2C(F)(F)F)cc1	?
CCOC(=O)C1CSCCS(=O)(=O)N1Cc1ccc(F)cc1F (stereo not given)	-17

(listing goes on)
molecule	HCMV antiviral
Cc1ccc2nc(NC3=NC4(CCCC4)C4=C(CCCC4=O)N3)oc2c1	-4
Cc1ccc(CN2C(=O)COCc3cc(-c4cccc(CO)c4)ccc32)cc1	-10
COc1ccc([C@@H]2[C@@H](C(=O)N3CCOCC3)CC(=O)N2C(=O)C2CC2)cc1	11
O=C1C(n2cccc2)c2ccccc2N1Cc1ccc(C(F)(F)F)cc1 (stereo not given)	23
O=S1(=O)c2c(cccc2N2CCCC2)O[C@H](COCc2ccccc2)CN1C1CC1	-34
CC(=O)NCC1=C(c2ccc(S(C)(=O)=O)cc2)C[C@@H]2CC[C@H]1N2CCOc1ccccc1	-7
CC(C)C[C@@H]1COc2cccc(N3CCCC3)c2S(=O)(=O)N1	-35
COc1ccc(S[C@]2(c3nc(C)no3)CC(=O)N(c3ccccc3)[C@@H]2c2ccc(OC)cc2)cc1	-28
COc1ccc(S[C@]2(c3nc(C)no3)CC(=O)N(c3ccc(Cl)cc3)[C@@H]2c2ccc(OC)cc2)cc1	9
O=C(c1ccccc1)N1CC(=O)N2[C@H](CO)[C@@H](c3ccc(Br)cc3)[C@@H]2C1	-28
CCN1C(=O)c2ccccc2S(=O)c2ccc(C(=O)NCc3ccc(C(F)(F)F)cc3)cc21 (stereo not given)	5
O=C(c1cccnc1)N1CC(=O)N2[C@@H](CO)[C@H](c3ccc(Br)cc3)[C@@H]2C1	4
CC(C)NC1(c2ccccc2)CCCCC1	?
O=C(c1ccc2ccccc2c1)N1CCn2c(nnc2C(=O)N2CCOCC2)C1	-1
CC(C)(C)S(=O)(=O)N1C[C@@H]2CC(=O)C=C2[C@H]1CCO	5
CCCCOCC1CN(CCCC)S(=O)(=O)c2c(cccc2N2CCCCC2)O1 (stereo not given)	-1
C[C@H]1[C@H](c2ccccc2)Oc2cc(Br)ccc2S(=O)(=O)N1Cc1cccc(F)c1	?
